Growth percent in the NCI-60 one-dose screen (48 h, 10 µM unless noted): 100 = growth as untreated, 0 = no growth, -100 = all killed.
BT-549 – BT-549 breast cancer; hit rate 4.4% among 78,000; AID 1794793
MOLT-4 – MOLT-4 leukemia cells; hit rate 6.9% among 80,000; AID 1794779
K-562 – K-562 leukemia; AID 1794777; hit rate 7.4% among 78,000
MDA-MB-231 – MDA-MB-231 breast cancer | hit rate 5% among 81,000
SR – SR leukemia cells. hit rate 8.7% among 73,000. AID 1794780
MDA-MB-435 – MDA-MB-435 melanoma; AID 1794794; hit rate 7.8% among 82,000
MCF7 – MCF7 breast cancer; hit rate 6.3% among 82,000; AID 1794796
MDA-MB-468 – MDA-MB-468 breast cancer; hit rate 8.5% among 78,000
The depositor's hits bear a star; x = no result given; & = joins results of further samples; ! = a repeat was not active. The calls were made as follows: active = growth percent below 10; inactive = the rest.

SMILES	BT-549	MOLT-4	K-562	MDA-MB-231	SR	MDA-MB-435	MCF7	MDA-MB-468
O=C1OC2(c3ccccc31)c1ccc(O)c(O)c1Oc1c2ccc(O)c1O	118	121&95	93&115	108&110	-18*!	130&112	105&109	113&97
COc1ccc(CCN2C(=O)/C(=C/c3ccc(C4Oc5ccccc5C5CC(c6cccc(OC)c6)=NN54)cc3)SC2=S)cc1 (centres undefined)	108	104	105	101	115	104	93	107
Fc1ccc2[nH]cc(-c3nc(-c4c[nH]c5ncccc45)cs3)c2c1	21	2.9*	17	44	x	62	30	35
Cc1c[nH]c(=O)[nH]c1=O	x	95	95	103	86	105	94	92
CN(C)CC(O)c1ccc2cc(Br)c3ccccc3c2c1 (centres undefined)	76	31	25	17	4.7*	42	35	-0.1*
O=c1[nH]nc(SCc2nc3ccccc3s2)n1C1CC1	103	90	105	101	93	90	98	x
Cc1cc(C)nc(NC(=O)OC(C)C)c1	97	107	115	90	98	106	85	106
NC(C(=O)O)C(O)c1ccco1 (centres undefined)	109	112	105	117	112	107	95	102
COc1cc(C2C(C#N)=C(N)OC3=C2C(=O)c2ccccc2C3=O)ccc1O (centres undefined)	103	98	x	99	73	75	83	108
Nc1ccccc1-c1ccn[nH]1	91	99	78	101	100	93	100	101
CNC(=O)c1cc(Oc2cccc3nc(Nc4ccc(F)c(F)c4)ccc23)ccn1	66	52	49	77	63	91	71	68
Fc1ccccc1NC(=S)c1ccccc1	101	98	106	100	108	95	96	105
COc1cc(/C=C2\C(=O)N(c3cccc(Cl)c3)N=C2C)cc(OC)c1O	92	87	71	100	87	100	86	95
NS(=O)(=O)c1ccc(NC(=S)Nc2ccc(S(=O)(=O)Nc3nccs3)cc2)cc1	107	100	102	100	x	97	103	101
COc1ccc(-c2nn(-c3cccc(Cl)c3)cc2-c2cc(-c3ccc(Br)cc3)nc(N)c2C#N)cc1	114	91	98	65	71	116	68	99
NC1=NN(c2ccccc2)C2=NC(=O)NC(c3ccccc3)C12 (centres undefined)	96	87	90	91	78	97	85	93
COc1cc(CNC(=O)C2CSC3c4ccccc4C(=O)N23)cc(OC)c1OC (centres undefined)	93	90	91	85	x	106	104	91
O=c1oc(=O)c2cc3c(=O)oc(=O)c3cc12	103	88	91	107	79	110	98	105
CC(=O)N(C(C)=O)c1cccc(N(Cc2ccccc2)Cc2ccccc2)c1	90&97	87&69	77&86	95&93	97&75	95&106	93&93	86&78
CCC(=O)C[n+]1cc2ccccc2c2ccccc21	113	100	98	100	94	115	92	77
COc1cc(/C(N)=N/OC(=O)CSc2nc3ccccc3s2)cc(OC)c1OC	99	109	102	92	91	99	94	97
C=C1C(=O)O[C@H]2[C@H]1CC/C(COC(=O)NCc1ccc(Cn3c(=O)sn(CCCl)c3=O)cc1)=C\CC[C@@]1(C)O[C@@H]21	59	-19*	-13*	73	5.3*	79	32	5.5*
O=C(COc1c(Cl)cc(Cl)c(Cl)c1Cl)NC1CCCCC1	96	93	103	101	89	103	98	98
O=C(O)C1C2CC(C(Br)C2Br)C1C(=O)O (centres undefined)	114&115	85	115	99&122	93	112&110	98&93	104&108
CC(=O)OCC1OC(n2cc(CI)nn2)C(OC(C)=O)C(OC(C)=O)C1OC(C)=O (centres undefined)	101	98	87	115	85	95	96	108
CN1C(=O)/C(=C/C2=Cc3ccccc3OC2)S/C1=N/c1nccs1	91	103	95	99	91	98	72	87
COc1ccc(-c2nc(SCCC(C)C)nc(N/N=C\c3ccc(OC)c(OC)c3)c2C#N)cc1	94	83	84	68	x	96	94	90
Clc1ccc(-c2cs/c(=N/N=C\c3ccc(Br)cc3)n2/N=C/c2ccc(Br)cc2)cc1	107	102	x	97	92	101	98	109
Cc1cccc(NC(N)=O)c1	96	112	88	93	103	101	95	105
O=C(c1ccccc1)c1c(/C=C/c2cccs2)c2ccccc2[nH]c1=O	96	81	92	98	x	112	99	110
N#C/C(=C/c1cc(I)cc(I)c1O)C(N)=O	95	97	x	108	x	100	95	103
COC(=O)CCc1ccc(OC)cc1	112	81	105	115	92	110	106	101
CC(=O)Nc1ccc(S(=O)(=O)O)c2ccccc12	104	101	94	100	112	103	99	102
COc1cc(/C=C/C(=O)CC(=O)/C=C/c2ccc(OC(=O)CCNC34CC5CC(CC(C5)C3)C4)c(OC)c2)ccc1OC(=O)CCNC12CC3CC(CC(C3)C1)C2	-11*	-25*	7.6*	52	x	-31*	18	x
C/C(=N\NC(N)=S)c1nc2ccc(Cl)cc2[nH]1	75	30	40	63	30	55	8.5*	44
Cc1cccc2c1C[C@@]1(C2=O)C(c2ccc(F)cc2)=NOS1=O (some centres undefined)	114	80	89	81	100	106	91	89
O=C(OCC1CC2(Cl)C(Cl)=C(Cl)C1(Cl)C2(Cl)Cl)C1C(C(=O)OCC2CC3(Cl)C(Cl)=C(Cl)C2(Cl)C3(Cl)Cl)C2(Cl)C(Cl)=C(Cl)C1(Cl)C2(Cl)Cl (centres undefined)	97	85	95	109	93	106	97	107
COc1ccc(C2=NN(C=O)C(c3cn(-c4ccccc4)nc3-c3ccc(Cl)cc3)C2)cc1 (centres undefined)	119	105	82	87	96	89	85	89
CCCCCC(=O)N(CCCC)CCCC	102	105	95	100	96	89	123	98
COC(=O)C(NC(=O)C1(NC(=O)OCc2ccccc2)CCCC1)C(C)C (centres undefined)	118	92	x	107	97	107	99	119
CCC1(c2ccccc2)C(=O)Nc2cccc(Br)c21 (centres undefined)	94	83	74	93	82	91	109	91
C[n+]1ccccc1/C=N/O	100&98&101	95&102&103	97&94&93	103&105&114	67&89&103	113&115&106	90&102&105	108
COC(=O)CCC[C@@H]1O[C@@H](c2ccccc2)C[C@H]1O	105	126	99	105	97	102	89	107
NC(=O)c1[nH]c2cccnc2c1Sc1cccc(Cl)c1	105	109	112	100	89	92	86	99
CN(C)CCCNC1=C(Cl)C(=O)C(NCCCN(C)C)=C(Cl)C1=O	x	92	93	92	102	86	85	78
CCCC1C(C(=O)OCC)=C(N)Oc2cc(O)ccc21 (centres undefined)	94	89	86	94	90	91	103	110
COc1ccc(CO)cc1OCc1ccccc1	108	101	92	112	x	103	98	99
COC(=O)c1c(C)c2n(c1C)C(=O)C(c1ccccc1)=C2	51	67	75	61	102	78	39	39
CCOc1ccc2[nH]c(=O)c(C(c3nnnn3CC3CCCO3)N3CCN(Cc4ccccc4)CC3)cc2c1 (centres undefined)	82	101	111	62	111	99	92	72
O=C(O)CNc1ccccc1[N+](=O)[O-]	x	106	112	109	113	111	100	99

(listing goes on)
SMILES	BT-549	MOLT-4	K-562	MDA-MB-231	SR	MDA-MB-435	MCF7	MDA-MB-468
C/C=C(\C)C(=O)O[C@@H]1C2C=C3C4CC(=O)O[C@@H](c5ccoc5)[C@]4(C)CC[C@@H]3[C@@](C)(C2=O)[C@@H](CC(=O)OC)C1(C)C (some centres undefined)	89	77	82	94	70	97	80	74
Cn1c(=O)c2[nH]c(SCC(=O)Nc3ccc(C(=O)/C=C/c4cccc([N+](=O)[O-])c4)cc3)nc2n(C)c1=O	105	91	90	105	78	109	80	94
COc1cc2c3c(n(CCCCNCCCn4c5c(c6cc(OC)c(OC)cc6c4=O)C(=O)c4cc6c(cc4-5)OCO6)c(=O)c2cc1OC)-c1cc2c(cc1C3=O)OCO2	106	96	86	90	67	105	94	98
NCC1CCCCO1 (centres undefined)	96	110	111	103	107	101	94	105
Cn1c(=O)[nH]c2nc(SC/C(=N/O)c3ccccc3)[nH]c2c1=O	104	107	x	103	107	102	92	102
CN1CC(c2ccc(Br)cc2)C(C(=O)c2ccc(Br)cc2)C12C(=O)Nc1ccccc12 (centres undefined)	100	64	45	82	68	79	62	81
CC(=O)Oc1cc2c(c3ccccc13)CCC2=O	101	106	98	102	108	99	90	88
COC(=O)c1ccc2c(c1)n(Cc1ccc3ccccc3c1)c[n+]2Cc1ccc2ccccc2c1	57	29	21	28	-37*	4.2*	29	-19*
CN1C[C@@H](c2ccc(Cl)cc2)[C@]2(NC(=S)N(c3ccc(F)cc3)C2=O)[C@@]12C(=O)Nc1ccc(Br)cc12	80	40	44	57	52	71	39	66
CCn1c(Cc2ccccc2Nc2c(Cl)cccc2Cl)nnc1SCC(=O)Nc1ccccc1C(F)(F)F	94	70	73	85	80	99	86	70
O=C(NN=C1CCCC1)c1ccc(NC(=O)c2ccccn2)cc1	89	85	46	104	87	79	91	100
O=C(CN1CCCCC1)Nc1nc2ccc(NCc3ccc(Cl)cc3)cc2s1	100	95	96	98	95	102	92	96
O=C(Oc1ccccc1Cl)c1ccccc1	113	45	57	110	x	116	106	111
CC(=O)Nc1ccc(C(=O)NC(=S)Nc2ccc(C(=O)O)cc2)cc1	110	x	x	97	x	103	93	92
Brc1ccc(-c2csc(Nc3nc(-c4ccc(Br)cc4)cs3)n2)cc1	131	85	86	77	79	56	64	73
O=C1OC(=O)c2ccc3c4c(ccc1c24)C(=O)OC3=O	110	108	111	98	91	96	92	108
O=[N+]([O-])c1ccc(N/N=C/c2ccc3c(c2)OCO3)nc1	93	94	88	84	82	106	96	103
O=C(O)c1ccc(-n2cnc3ccccc3c2=O)cc1	92	92	97	95	97	117	99	111
CCC(C)NC(=O)c1cccc(C)c1 (centres undefined)	x	99	98	107	97	107	95	x
CCN(CC)CCCNc1ccc(Nc2ccc(OC)cc2)cc1	59	33	34	35	53	83	110	79
CCOC(=O)C(CC)Cc1ccc(OC)c(OC)c1 (centres undefined)	94	94	103	107	90	113	109	97
CC(C)C[C@H](NC(=O)Cn1cccc(CNC(=O)c2ccccc2)c1=O)B(O)O	24	-7.9*	12	-2.8*	16	-54*	30	-20*
CC(=O)OCC(=O)O[C@@H]1C[C@]2(C(C)C)O[C@@]1(C)[C@@H]1CC[C@@H](C)[C@H]1[C@@H]2OC(=O)/C=C/c1ccccc1	2.5*	74	67	83	78	95	78	84
COc1ccc2c(c1)c(-c1cc(-c3cn(C)c4ccc(OC)cc34)on1)cn2C	127	86	98	100	104	116	89	x
CSCCC(NC(=O)OCc1ccccc1)C(=O)NC(Cc1c[nH]c2ccccc12)C(=O)O (centres undefined)	102	88	109	117	87	111	99	108
CCOC(=O)c1sc(NCC(=O)Nc2ccc(Cl)cc2)c(C(=O)OCC)c1C	108	73	83	99	92	97	86	97
CCC[S@](=O)c1ccc2nc(NC(=O)OC)[nH]c2c1	97	80	92	96	75	101	92	94
Cn1c(=O)c2nc(CCC(=O)Nc3ccc(C(=O)O)cc3)c(=O)[nH]c2n(C)c1=S	106	101	101	105	107	104	95	86
Cc1csc(Nc2nc(-c3ccccn3)nc(C(Cl)(Cl)Cl)n2)n1	110	68	88	80	53	82	84	x
Cc1nn(-c2ccccc2)c2nc(C)n(CC(=O)N/N=C/c3cccc([N+](=O)[O-])c3)c(=O)c12	83	88	91	78	86	101	85	93

Gathered by group: those above containing a nitro group on carbon (4)
SMILES	BT-549	MOLT-4	K-562	MDA-MB-231	SR	MDA-MB-435	MCF7	MDA-MB-468
O=C(O)CNc1ccccc1[N+](=O)[O-]	x	106	112	109	113	111	100	99
Cn1c(=O)c2[nH]c(SCC(=O)Nc3ccc(C(=O)/C=C/c4cccc([N+](=O)[O-])c4)cc3)nc2n(C)c1=O	105	91	90	105	78	109	80	94
O=[N+]([O-])c1ccc(N/N=C/c2ccc3c(c2)OCO3)nc1	93	94	88	84	82	106	96	103
Cc1nn(-c2ccccc2)c2nc(C)n(CC(=O)N/N=C/c3cccc([N+](=O)[O-])c3)c(=O)c12	83	88	91	78	86	101	85	93

The listing continues.
SMILES	BT-549	MOLT-4	K-562	MDA-MB-231	SR	MDA-MB-435	MCF7	MDA-MB-468
O=C(O)c1ccc(Oc2ccc(C(=O)O)cc2)cc1	117	105	99	119	x	119	100	105
C/C=C/CCCCCCCCCC1CC(=O)OC1=O (centres undefined)	98	109	111	104	x	105	103	x
Cc1cc(C2(c3ccc(O)c(C)c3)CCCCC2)ccc1O	60	98	146	102	113	90	98	x
CS(=O)(=O)c1ccc(-n2nc(C(=O)NCc3ccccc3)cc2-c2ccc(Cl)cc2)cc1	143	59	49	96	77	92	70	87
COc1ccc(Cl)cc1NC(=O)c1cc2c([nH]1)-c1nc(N)sc1CCC2	102	62	75	105	79	103	99	103
O=C(O)CC1CCCCC1c1ccccc1 (centres undefined)	96	109	109	116	98	115	x	105
CCOC(=O)C(C#N)c1nc2sc3cc(Cl)ccc3n2c(=N)c1C#N (centres undefined)	x	104	98	75	98	103	63	52
CCOC(=O)C1=NNC(C(=O)O)C1c1ccccc1 (centres undefined)	111	102	108	114	97	107	99	108
O=[N+]([O-])c1cc(NS(=O)(=O)c2ccccc2)ccc1NS(=O)(=O)c1ccccc1	75	117	125	91	128	123	112	93
C/C(=N\NC(=O)CSc1nc2ccccc2c(=O)n1CCc1ccc(S(N)(=O)=O)cc1)c1ccccn1	59	18	25	27	23	33	35	25

Gathered by group, the entries above containing a furan ring, fused or not.
SMILES	BT-549	MOLT-4	K-562	MDA-MB-231	SR	MDA-MB-435	MCF7	MDA-MB-468
NC(C(=O)O)C(O)c1ccco1 (centres undefined)	109	112	105	117	112	107	95	102
O=c1oc(=O)c2cc3c(=O)oc(=O)c3cc12	103	88	91	107	79	110	98	105
C/C=C(\C)C(=O)O[C@@H]1C2C=C3C4CC(=O)O[C@@H](c5ccoc5)[C@]4(C)CC[C@@H]3[C@@](C)(C2=O)[C@@H](CC(=O)OC)C1(C)C (some centres undefined)	89	77	82	94	70	97	80	74

Source: PubChem BioAssay (NCI)
